# Bioassay records: PubChem BioAssay, National Center for Advancing Translational Sciences (NCATS)
# Akt phos inh = HTS Assay for Inhibitors of Akt Phophorylation: Primary Screen; Neuro2A IGF-stimulated pAkt S473 HTRF, 20 min; hits give low values; activity change, % for hits at 50 µM; 360,000 tested, 0.32% active; in the data active = activity change below about -80%; inconclusive = mostly about -51% to -80%; also: % is scaled to controls: 0 for no effect and ±100 for the full control effect
#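 Single-point screen (50 µM final compound) in Neuro2A cells stimulated 20 min with 6 nM IGF at 37 deg C. After lysis, Ser473-phosphorylated Akt read by HTRF (ex 330 nm, em 615/665 nm) as the 665/615 ratio.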
# MmCpn inh = Inhibitors of TCP-1 ring complex (TRiC) of Methanococcus maripaludis (MmCpn): qHTS; purified Mm-Cpn ATPase, ADP Transcreener TR-FRET; AID 504842, 2011; 330,000 tested, 0.031% active; Chaperonin Mm-Cpn (Methanococcus maripaludis); Potency, µM (highest dose often 76.9 µM), for the others: top-dose activity, negative = inhibition, most hits filed as inhibitors; also: potency is read from the fitted curve at half-maximal effect; % is scaled to controls: 0 for no effect and ±100 for the full control effect; nearly all actives have a fitted effect of over 80% in size
#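 Reaction buffer contained 30 mM Tris pH 7.4, 100 mM KCl, 5 mM MgCl2 and 1 mM DTT. Mm-CPN (25 nM final) hydrolysed 10 uM ATP over 30 min at 37°C; ADP was read by HTRF.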
# GLP-1R inv ag = qHTS of GLP-1 Receptor Inverse Agonists (Inhibition Mode); 410,000 tested, 1.6% active; Glucagon-like peptide 1 receptor (Homo sapiens), P43220; HEK293 GLP-1R CRE-luciferase, luminescence, 24 h; GLP-1R form is constitutively active; AID 624417, 2012; Potency, µM (doses to about 38.3 µM), inactives show at the top dose activity change, negative = inhibition, usual class: inhibitors; also: potency is read from the fitted curve at half-maximal effect; % is scaled to controls: 0 for no effect and ±100 for the full control effect; nearly all actives have a fitted effect of over 55% in size
# Target sequence (P43220 whole entry, looked up): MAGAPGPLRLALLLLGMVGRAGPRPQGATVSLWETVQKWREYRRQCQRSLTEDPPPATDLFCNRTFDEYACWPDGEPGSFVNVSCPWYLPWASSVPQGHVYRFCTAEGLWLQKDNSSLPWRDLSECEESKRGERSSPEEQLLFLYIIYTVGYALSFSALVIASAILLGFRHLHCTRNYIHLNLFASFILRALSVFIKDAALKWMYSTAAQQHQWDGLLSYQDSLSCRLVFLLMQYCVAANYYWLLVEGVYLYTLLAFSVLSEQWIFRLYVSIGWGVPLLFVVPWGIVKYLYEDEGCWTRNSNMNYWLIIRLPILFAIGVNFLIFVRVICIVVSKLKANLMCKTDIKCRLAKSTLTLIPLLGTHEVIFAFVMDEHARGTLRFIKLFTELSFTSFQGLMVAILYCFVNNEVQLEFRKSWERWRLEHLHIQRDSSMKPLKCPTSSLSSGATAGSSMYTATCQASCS
#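 HEK293 cells stably co-expressing a cAMP-responsive luciferase reporter and constitutively active GLP-1R were seeded, incubated 12 h, then exposed to compounds for 24 h at 37 C. Luminescence was read 12 min after detection reagent; inverse agonists lower signal.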
# aSyn rescue = qHTS of alpha-syn Inhibitors; 370,000 tested, 0.14% active; Yeast expressing alpha-synuclein, growth rescue, BacTiter-Glo, 24 h; Potency, µM (titrated, usually from 46.1 µM), without a hit: at the highest dose growth rescue (activation), actives largely listed as activators; also: potency is read from the fitted curve at half-maximal effect; % of control where 0% means no effect; nearly all actives have a fitted effect of over 65% in size
#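 Readout is rescue of growth in alpha-synuclein-expressing yeast, so inhibitors of toxicity appear as activators. Growth after 24 hr at 30 deg C in galactose medium is quantified by luminescence.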
# Abeta rescue = qHTS for compounds that reverse cellular toxicity of Amyloid beta (A-beta) peptide in yeast: Primary Screen; yeast expressing A-beta42, growth rescue, OD600, 48 h; response scale: 0% DMSO, 100% iron-clioquinol control; Potency, µM (highest dose often 46.1 µM), inactives show at the top dose growth rescue, usual class: activators; 410,000 tested, 0.063% active; AID 1347071, 2019; also: potency is read from the fitted curve at half-maximal effect; nearly all actives have a fitted effect of over 55% in size
#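 Yeast A-beta toxicity model in growth medium with pinned compounds, 48 h at 30 C; growth read as absorbance at 600 nm. Normalized to FeCl3/clioquinol equimolar mix (positive) and DMSO (negative).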
# FUS yeast rescue = qHTS for Suppressors of FUS Proteinopathy: Primary screen using FUS-linked yeast assay; S. cerevisiae FUS-expressing, growth rescue, OD600, 24 h; Potency, µM (doses to about 76.6 µM), for the others: at the highest dose growth rescue (activation), usual class: activators; 390,000 tested, 0.24% active;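 also: potency is read from the fitted curve at half-maximal effect; plate controls were DMSO vehicle for no effect and reference control for full effect; nearly all actives have a fitted effect of over 55% in size; some results filed as inactive show a strong effect at the top dose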
#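 S. cerevisiae expressing FUS from galactose induction served as the toxicity model. Growth after 24hr at 30C, read as absorbance at 600 nm, indicates suppression of toxicity; compounds dosed at several concentrations.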
# HEK293 tox = qHTS of GLP-1 Receptor Inverse Agonists: Cytotox Screen; 410,000 tested, 0.13% active; HEK293 cAMP-luciferase reporter cells, luminescence, 24 h; Potency, µM (highest dose often 38.3 µM), without a hit: at the highest dose activity change, negative = inhibition, usual class: inhibitors;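 also: loss of luciferase light is scored as toxicity; potency is read from the fitted curve at half-maximal effect; % is scaled to controls: 0 for no effect and ±100 for the full control effect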
#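 Compound-treated cells are incubated 24 hr at 37 deg C under 5% CO2 after a 12 hour attachment period, then luciferase detection reagent is added and luminescence is measured following 12 min at room temperature; lowered signal indicates toxicity.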
# PTHR1 ag = qHTS for PTHR1 Agonists: Primary Screen. HEK293 GP2 PTHR1 cells, GloSensor cAMP luminescence, 1 h. 410,000 tested, 0.075% active. Parathyroid hormone/parathyroid hormone-related peptide receptor (Homo sapiens), Q03431. Potency, µM (doses to about 115 µM), for inactives: at the top dose activation, hits mostly activators; also: potency is read from the fitted curve at half-maximal effect; nearly all actives have a fitted effect of over 55% in size; some results filed as inactive show a strong effect at the top dose; inactives centre near -15; many of its hits are not listed in these tables
# Target sequence (Q03431 whole entry, looked up): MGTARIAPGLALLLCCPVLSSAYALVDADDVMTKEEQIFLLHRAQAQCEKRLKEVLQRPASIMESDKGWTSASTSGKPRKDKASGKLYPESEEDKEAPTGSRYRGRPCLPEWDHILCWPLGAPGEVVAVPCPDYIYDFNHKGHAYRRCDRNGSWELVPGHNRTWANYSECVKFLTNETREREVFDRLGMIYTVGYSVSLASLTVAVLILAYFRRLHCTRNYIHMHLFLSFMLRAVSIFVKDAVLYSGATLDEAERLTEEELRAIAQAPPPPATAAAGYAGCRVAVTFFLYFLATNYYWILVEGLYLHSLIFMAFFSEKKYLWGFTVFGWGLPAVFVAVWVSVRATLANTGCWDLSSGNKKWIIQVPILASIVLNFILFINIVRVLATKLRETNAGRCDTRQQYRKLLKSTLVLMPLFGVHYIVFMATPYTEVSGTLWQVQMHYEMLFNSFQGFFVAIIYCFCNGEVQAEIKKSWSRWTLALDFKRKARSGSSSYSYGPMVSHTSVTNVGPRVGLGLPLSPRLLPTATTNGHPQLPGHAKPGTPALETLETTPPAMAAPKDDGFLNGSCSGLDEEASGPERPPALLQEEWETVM
#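 HEK-293-derived GP2 cells expressing PTHR1 and a GloSensor cAMP reporter, 3,000/well, plated overnight, given luciferin plus IBMX (each 0.5 mM as added) for 1 h at 37 °C, then compound for 1 h at 37 °C. Luminescence was read after 15 min at room temperature.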
# TDP-43 yeast inh = qHTS of TDP-43 Inhibitors; TDP-43 expressing yeast growth rescue, BacTiter-Glo, 24 h; Potency, µM (doses to about 46.1 µM), for inactives: at the highest dose growth rescue (activation), actives largely listed as activators; 410,000 tested, 1.8% active; AID 652104, 2013; also: potency is read from the fitted curve at half-maximal effect; % of control where 0% means no effect; nearly all actives have a fitted effect of over 50% in size
#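 Yeast cells expressing TDP-43 under galactose induction are exposed to compounds for 24 hr at 30 deg C. BacTiter-Glo luminescence measures growth, so protective compounds score as activators.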
# An asterisk follows results filed as active; i = inactive; ? = inconclusive; . = not tested or not shown; & = joins results of further samples; [ ] = remark or other dose. Unless noted, calls follow the shape of the dose curve; as a rule, active = well fitted curve in the direction sought with a large enough effect; inconclusive = small, poorly fitted or top-dose-only effect, or another doubt; inactive = no such curve, though single readings can be large; an effect the other way counts as inactive or inconclusive. These rows are one share of the data; rates above refer to the full screens.
SMILES,Akt phos inh,MmCpn inh,GLP-1R inv ag,aSyn rescue,Abeta rescue,FUS yeast rescue,HEK293 tox,PTHR1 ag,TDP-43 yeast inh
CCCCNC(=O)C1(C)CCCCN1C(=O)c1cccc(OC(F)(F)F)c1 (configuration not stated),.,.,?,-20%,0%,13%,3%,14%,-18%
OCC1(CCOc2ccccc2)CCN(Cc2ccncc2)CC1,i,-3%,6%,6%,1%,-12%,-16%,i,-7%
CC1CCCC(NC(=O)c2ccc(CNc3c(N4CCCC4)c(=O)c3=O)cc2)C1C (configuration not stated),i,0%,10%,0%,12%,21%,4%,i,0%
Cc1ccc(/C=C2\SC(=O)N(CCC(=O)N3CCN(C)CC3)C2=O)cc1,i,0%,?,-3%,-6%,19%,-28%,i,-8%
Cc1cc(C)nc(Nc2nc3ccccc3o2)n1,i,1%,-3%,0%,10%,0%,-6%,-6%,-4%
CC/C(=N\NC(=O)c1ccc(N2CCCC2=O)cc1)c1ccccc1,i,3%,0%,2%,-1%,9%,3%,-5%,22%
Cc1cc(C)n(-c2ccc(C(=O)Nc3ccc4c(c3)OCO4)cc2)n1,i,0%,?,-9%,1%,3%,-15%,-5%[57.5 µM],?
CCOc1ccc2[nH]c(=O)c(CN(CCN3CCOCC3)Cc3nnnn3C(C)(C)CC)cc2c1,.,0%,0%,1%,-20%,35%,2%,22%[57.5 µM],-30%
O=C(CCN1C(=O)/C(=C\c2cccs2)SC1=S)Nc1ccc(C(=O)O)cc1,i,-3%,-13%,7%,13%,?,-4%,i,17%
Cc1ccc(S(=O)(=O)N2CCC(C(=O)OCC(=O)N(C)C3CCS(=O)(=O)C3)CC2)cc1C (configuration not stated),i,0%,-8%,-1%,11%,0%,11%,i,23%
COc1ccccc1NC(=O)Nc1nc(CC(=O)Nc2cc(F)ccc2F)cs1,i,0%,5.6µM*,-6%,-8%,36%,?,-15%,-6%
CCOc1ccc(CCNC(=O)c2cc3sc(Cl)cc3n2C)cc1OCC,i,-1%,-14%,-1%,9%,4%,-6%,-27%,9%
CCN1CCN(C(=O)C(C)Sc2nc3nc(C)cc(C)n3n2)CC1 (configuration not stated),i,0%,5%,-8%,3%,14%,?,-11%,-8%
CCOc1ccc(OCCC(=O)N(CCC(C)C)c2c(N)n(Cc3ccccc3)c(=O)[nH]c2=O)cc1,i,2%,2%,-4%,2%,-1%,-1%,-12%,-14%
Cc1ccccc1S(=O)(=O)NCc1cccnc1,i,2%,4%,-7%,14%,.,-11%,i,-35%[inhibitor]
CCOC(=O)c1ccc(N2C(=O)CC(NC3CCN(C(=O)c4ccc(F)cc4)CC3)C2=O)cc1 (configuration not stated),i,-1%,5%,15%,16%[9.22 µM],-34%,-7%,-29%,-13%
COc1ccccc1CCNC(=O)C1CCN(C(=O)/C=C/c2ccccc2)CC1,i,2%,-18%,3%,5%,7%,-16%,i,-1%
CCN(CCCNC(=O)CCNC(=O)Cn1cnc2ccccc2c1=O)c1ccccc1,i,-2%,-15%,-1%,7%,3%,-9%,i,12%
Cc1ccc(NC(=O)C(=O)NCC2CCN(C(=O)c3cccc([N+](=O)[O-])c3)CC2)cc1,i,0%,5%,0%,-14%,1%,-4%,-21%,-8%
COc1cc(OC)cc(C(=O)NC(=S)Nc2ccc3oc(=O)ccc3c2)c1,i,3%,3%,2%,9%,-10%,-1%,-16%,1%
COc1ccc(C2CCCN2C(=S)Nc2cccc(C)c2C)cc1OC (configuration not stated),i,-1%,-8%,1%,7%,16%,-6%,-7%,-7%
CCN(CC(=O)NC1CC1)S(=O)(=O)c1ccc(C)cc1,i,-1%,9%,-1%,0%,0%,-1%,?,1%
CC(=O)Cc1nsc(NC(=O)c2ccc(COc3cccc(C)c3)o2)n1,i,-10%,16%,-3%,8%,9%,9%,-11%,0%
CN(C(=O)c1ccc(NC(=O)Cc2ccc(NC(=O)C3CCN(S(=O)(=O)c4cccc([N+](=O)[O-])c4)CC3)cc2)cc1)C1CCCC1,i,.,15%,1%,4%,?,-1%,-22%,16%
CC12CCC(C(=O)Nc3cccnc3)(CC1=O)C2(C)C (configuration not stated),i,1%,7%,-2%,-2%,1%,2%,i,7%

# The closing 3 records of the section before open the next one:
SMILES,Akt phos inh,MmCpn inh,GLP-1R inv ag,aSyn rescue,Abeta rescue,FUS yeast rescue,HEK293 tox,PTHR1 ag,TDP-43 yeast inh
CC(=O)Cc1nsc(NC(=O)c2ccc(COc3cccc(C)c3)o2)n1,i,-10%,16%,-3%,8%,9%,9%,-11%,0%
CN(C(=O)c1ccc(NC(=O)Cc2ccc(NC(=O)C3CCN(S(=O)(=O)c4cccc([N+](=O)[O-])c4)CC3)cc2)cc1)C1CCCC1,i,.,15%,1%,4%,?,-1%,-22%,16%
CC12CCC(C(=O)Nc3cccnc3)(CC1=O)C2(C)C (configuration not stated),i,1%,7%,-2%,-2%,1%,2%,i,7%
CCN(c1cc(C)cc(C)c1)S(=O)(=O)c1nnc(NC(=O)C(C)(C)C)s1,i,1%,?,17%,4%,0%,0%,-2%,-1%
O=C(COC(=O)c1ccc(Cl)nc1)Nc1ccc2ccccc2c1,i,-1%,-4%,-1%,8%,4%,3%,i,16%
COc1cccc(C(=O)Nc2ccccc2C(=O)N2CCCC2)c1,i,2%,4%,1%,21%,5%,3%,i,13%
O=C(C1=C(O)C(=O)N(CCN2CCOCC2)C1c1cccnc1)c1cc2ccccc2o1 (configuration not stated),i,-2%,-21%,-4%,-6%,19%,-14%,i,-22%
Cc1ccc(N(CC(N)=O)C2SC(=O)N(C)C2=O)cc1 (configuration not stated),i,0%,-5%,1%,9%,23%,-7%,0%,15%
COC(=O)[C@H](Cc1ccccc1)NC(=O)[C@@H](N)CC(=O)O,i,.,-3%,1%,-7%,-37%,-5%,-4%,24%
COc1ccc(C[C@H]2CN3C(=NC[C@H]3C)N2CCNC(=O)c2ccc(C)c(Br)c2)cc1,i,.,?,3%,7%,-1%,4%,-24%,9%
S=C(NCCc1ccccc1)Nc1ccccn1,i,0%,?,-5%,19%,.,-12%,-4%,0%
COc1cccc(OCCSc2nc(C)c(Cc3ccccc3)c(=O)[nH]2)c1,i,-3%,-17%&11%,-5%,-8%&-10%,-9%&-18%,-7%&1%,-18%,-9%&22%
C#CCOCCOCCOCCNc1nc(N2CCN(C(=O)Cn3cc(CCCN=C(N)N)nn3)CC2)nc(N2CCN(C(=O)[C@H]([C@@H](C)O)n3cc(CCCCN)nn3)CC2)n1,i,1%,20%,1%,3%,-28%,5%,i,21%
COc1ccccc1-n1c(=O)[nH]c2c(C(N)=O)nc(CC(C)C)nc21,i,-4%,2%,-2%,-11%,-1%,-2%,-9%,10%
CCOc1ccc(N(CC)C(=O)COc2cc(=O)n(CC)c3ccccc23)cc1,i,-1%,-17%,0%,15%,32%,-17%,-12%[57.5 µM],11%
CCOc1cc(C)nc(NCc2ccccc2)n1,i,0%,-13%,4%,12%,-2%,-9%,i,6%
COc1ccc(N2CCN(Cc3nc4c(c(=O)n(C)c(=O)n4C)n3CC(C)=O)CC2)cc1,i,-1%,0%,-1%,0%,12%,-9%,i,-17%
O=C(COC(=O)c1cc(Br)ccc1O)Nc1cc(S(=O)(=O)N2CCCC2)ccc1Cl,i,-16%,-26%,6%,-1%,9%,-1%,i,4%
CCCc1c2c(cc3c(=O)cc(C(=O)OCC)oc13)CCCC2,i,1%,3%,-5%,-6%,-13%,26%,-6%,6%
COc1cccc(C(O)C2OC(=O)c3ccccc32)c1OC (configuration not stated),i,.,-1%,2%,8%,-23%,13%,i,17%
Cc1ccc(-n2nnnc2SCC(=O)NCC2CCCO2)cc1C (configuration not stated),i,1%,-42%,0%,15%,1%,0%,i,11%
Cc1cc(C)n(C(=O)c2cccc(S(=O)(=O)N3CCCCC3)c2)n1,i,1%,-24%,-8%,-3%,-7%,2%,-2%,12%
COC(=O)c1ccc(C)c(NC(=O)c2ccc(CN3CCc4ccccc4C3)cc2)c1,i,2%,?,-5%,1%,10%,8%,-73%[inhibitor],-1%
CCOc1ccccc1C(=O)NCC(=O)Nc1ccc(-c2ccccc2)cc1,i,0%,3%,8%,7%,4%,7%,-4%,14%
Cc1nnc(SCC(=O)NNC(=O)c2ccco2)s1,i,1%,57%[activator],1%,-7%,16%,21%,-14%,-13%
Cc1cccc(C)c1NC(=O)CCS(=O)(=O)c1ccc(Br)cc1,i,0%,4%,2%,4%,0%,3%,-12%,-17%
CCc1ccc(C(=O)c2cn(CC(=O)Nc3cc(OC)ccc3OC)c3nc(C)ccc3c2=O)cc1,.,.,-30%,.,-18%,35µM*,-15%,-19%,-26%
Nc1nc(-c2ccc(F)cc2)cc(C(F)(F)F)n1,i,-2%,72%[activator],-1%,0%,7%,-6%,-3%,2%
Cc1ccc(N(C)C(=O)c2cc(S(=O)(=O)N3CCc4ccccc43)cn2C)cc1,i,-4%,?,6%,6%,?,0%,-10%,29%
